SIRT5 inh: blocks human SIRT5 desuccinylation of peptide. Q9NXA8. Purified SirT5, succinyl-peptide AMC, trypsin-coupled fluorescence. 1.1% of 330,000 active. inhibition, % at 15 µM; in the data active = inhibition above about 15%; inconclusive = no clear call, values can overlap the other calls
Target sequence (Q9NXA8 whole entry, looked up): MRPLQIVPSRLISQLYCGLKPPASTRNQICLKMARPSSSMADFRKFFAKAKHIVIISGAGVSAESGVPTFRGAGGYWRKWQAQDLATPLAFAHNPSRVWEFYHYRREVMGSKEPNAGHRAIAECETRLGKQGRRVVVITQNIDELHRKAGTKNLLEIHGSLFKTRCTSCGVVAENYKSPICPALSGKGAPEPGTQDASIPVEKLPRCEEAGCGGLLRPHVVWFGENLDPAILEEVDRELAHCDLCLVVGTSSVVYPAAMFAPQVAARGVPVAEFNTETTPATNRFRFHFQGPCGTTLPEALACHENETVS
miR-122 sensor: miR-122 inhibition in Huh7 cells. activation (reporter increase), % at 12.5 µM. Huh7 miR-122 Renilla luciferase sensor, 48 h; neutral wells = 0, positive control = 100. 0.3% of 340,000 active;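 active = mean replicate activation score at least 90 and every replicate individually at or above 90; inconclusive = only one of the two criteria met; inactive = neither criterion met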;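 note: higher luciferase means less miR-122 activity so hits act as miR-122 inhibitors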
CFTR F508del cor: correctors of CFTR F508del function in bronchial epithelial cells; CFBE cells, YFP halide quenching; stimulated with forskolin plus potentiator P3; % fluorescence drop versus neutral controls; activity (quench increase), % at 7.58 µM; 0.36% of 350,000 active; AID 720511;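 active = mean added fluorescence quench of at least 8% versus neutral control, with both replicates also reaching 8%; inconclusive = only one of the mean or replicate conditions met; inactive = mean below 8% and not both replicates reaching 8%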;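 note: cells transiently co-express mutant CFTR-F508del with the halide-sensitive YFP; corrector assay measuring rescue of mutant channel to the surface after 24 h compound exposure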
ERp5 inh: ERp5 (human) disulfide isomerase inhibition; inhibition, % at 9.99 µM; AID 651711; ERp5 insulin aggregation, absorbance 650 nm, 90 min; 0.05% of 350,000 active;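 active = mean replicate inhibition above about 25%, with every replicate also reaching it, limit read from the data, passing the limit was not always enough; inconclusive = only one of those two criteria met; inactive = neither criterion met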
Target sequence (Q15084 whole entry, looked up): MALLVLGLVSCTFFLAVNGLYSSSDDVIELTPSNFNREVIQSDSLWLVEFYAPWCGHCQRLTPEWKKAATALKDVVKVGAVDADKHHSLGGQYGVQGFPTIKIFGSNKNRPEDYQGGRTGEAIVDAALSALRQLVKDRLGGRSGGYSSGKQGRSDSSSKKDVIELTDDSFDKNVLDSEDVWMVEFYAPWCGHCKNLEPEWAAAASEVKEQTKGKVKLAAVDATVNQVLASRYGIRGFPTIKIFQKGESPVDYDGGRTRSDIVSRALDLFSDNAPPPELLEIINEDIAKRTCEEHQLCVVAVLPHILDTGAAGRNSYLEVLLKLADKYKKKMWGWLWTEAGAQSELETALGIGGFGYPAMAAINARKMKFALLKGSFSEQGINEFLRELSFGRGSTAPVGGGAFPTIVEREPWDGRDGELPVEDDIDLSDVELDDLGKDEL
DENV2 CPE: protects cells from dengue virus 2 cytopathic effect; AID 651640; DENV2-infected cells, cytopathic effect rescue, plate reader; CPE inhibition, % at 9.99 µM; 1.7% of 350,000 active; in the data active = CPE inhibition above about 20%, passing the limit was not always enough; inconclusive = no clear call, values can overlap the other calls; tested in BHK-21 cells;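 note: 0% = median of neutral control wells and 100% = median of positive control wells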
ERAP1 HTS inh: ERAP1 (human) enzyme inhibition | Q9NZ08 | recombinant ERAP1, Leu-AMC fluorescence, 60 min | inhibition, % at 10.7 µM | 0.15% of 340,000 active | AID 652197;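 active = mean replicate inhibition of at least 30%, or all replicates individually reaching that 30% level; inactive = mean below 30% and not every replicate reaching it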;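 note: 0% = neutral control wells and 100% = L-leucinethiol positive control wells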
CASP6 VEID inh: blocks human caspase-6 cleavage activity. P55212. purified caspase-6, Z-VEID-R110 cleavage fluorescence. inhibition, % at 12.5 µM. 0.53% of 350,000 active;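 active = mean inhibition across replicates at least about 35%, with every replicate also reaching that limit, limit read from the data; inconclusive = only one of the two criteria met; inactive = neither criterion met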;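 note: 0% = median of neutral control wells and 100% = no fluorescence left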
Target sequence (P55212 24-179 limits assumed): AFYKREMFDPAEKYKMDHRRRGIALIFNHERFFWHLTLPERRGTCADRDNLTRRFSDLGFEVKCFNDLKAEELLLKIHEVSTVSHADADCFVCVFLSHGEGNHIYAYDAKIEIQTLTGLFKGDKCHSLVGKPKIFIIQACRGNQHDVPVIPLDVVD
Target sequence (P55212 194-293 limits assumed): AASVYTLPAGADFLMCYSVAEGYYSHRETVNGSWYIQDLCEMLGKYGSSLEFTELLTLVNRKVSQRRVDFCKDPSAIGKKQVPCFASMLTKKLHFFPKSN
* hit, by the source's call; u = inconclusive; x = no result given; & = joins results of further samples; [ ] = dose if it differs, or a comment. An unsorted share of the library; any-hit rate near 4%.

Compound	SIRT5 inh	miR-122 sensor	CFTR F508del cor	ERp5 inh	DENV2 CPE	ERAP1 HTS inh	CASP6 VEID inh
O=C(C[C@H]1C=C[C@H](NS(=O)(=O)c2ccccc2)[C@H](CO)O1)NCCN1CCCCC1	-1	x	1.8	1	-6	0	-10
C[C@@H]1CN([C@@H](C)CO)C(=O)c2cc(NC(=O)Nc3ccc(F)cc3)ccc2O[C@@H](C)CCCCO[C@H]1CN(C)S(=O)(=O)c1cccs1	4	4[16.7 µM]	0.7	1	-6	4	0
C[C@@H]1CCCCO[C@H](CN(C)C(=O)C2CCCCC2)[C@@H](C)CN([C@H](C)CO)C(=O)c2cc(NS(=O)(=O)c3ccc(Cl)cc3)ccc2O1	0	9[16.7 µM]	2.2	-2	3	1	-2
O=C(Cn1nc(C(=O)O)c2ccccc2c1=O)NC12CC3CC(CC(C3)C1)C2	-3	x	0.0	8	6	-4	0
C[C@@H]1CN([C@@H](C)CO)S(=O)(=O)c2ccc(C#C[C@@H](C)O)cc2O[C@@H]1CN(C)C(=O)CN(C)C	-2	-12[16.7 µM]	0.9	-5	10	4	-3
CS(=O)(=O)N1N=C(c2ccco2)CC1c1ccccc1Cl (stereo not given)	-1	9	-0.8	-8	4	1	8
CCOC(=O)c1c(NC(=O)CSc2c[nH]c3ccccc23)sc2c1CCC2	-5	x	-1.0	5	-5	1	0
Cc1ccc(Nc2nc(-c3ccc(O)cc3O)cs2)nc1	0	x	4.8	5	0	-5	16
COc1cccc(-n2nc(C#N)c(Cl)cc2=O)c1	-2	x	-7.8	u	3	-2	x
CC(=O)NCCn1c(SCc2cccc([N+](=O)[O-])c2)nc2ccccc2c1=O	-3	-4	2.4	2	1	2	14
COCCNC(=O)CCCn1c(=O)c2ccccc2n(Cc2cccc([N+](=O)[O-])c2)c1=O	0	x	-0.1	3	-6	1	-1
CC1(C)C(=O)C2(CCCCC2)C(=O)OC1c1cccc([N+](=O)[O-])c1 (stereo not given)	-7	0	-0.8	-8	3	-1	-2
CC(C)(C)N(Cc1ccccc1)C(=O)c1ccncc1	0	3	0.7	5	4	1	-2
CC1CCN(CCCNS(=O)(=O)c2cc(Br)cc3c2N(C(=O)C2CC2)CC3)CC1	-5	2	3.2	3	2	0	-14
Cc1ccccc1-c1cc2nc(C)c(C)c(=O)n2[nH]1	-6	x	-1.5	5	2	8	2
CO[C@H]1CN(C)C(=O)c2ccc(NC(=O)c3cccc(F)c3)cc2OC[C@@H](C)N(CC2CC2)C[C@@H]1C	3	x	4.5	-3	-9	-4	2
CCOC(=O)N1CCC(NS(=O)(=O)c2ccc(NC(C)=O)c(Cl)c2)CC1	2	-2	x	-2	-5	-1	2
CC1(C)CC(=O)C=C(Nc2ccc(F)c(Cl)c2)C1	-4	7	1.3	1	9	3	-1
Cc1cccc(NC(=O)c2ccc(NCCc3ccccc3)c([N+](=O)[O-])c2)c1	-1	x	-1.5	0	-5	1	1
C=CCOc1ccc(/C=C2\SC(=S)N(NS(=O)(=O)c3ccc(C)cc3)C2=O)cc1	5	-8	-19	2	0	-1	x
CCn1c(SCC(=O)N/N=C(/C)c2ccncc2)nc2ccccc21	-5	-9	0.6	1	-5	2	-2
CC1=C(C(=O)OCC2CCCO2)C(c2cccc(O)c2)NC(=O)N1 (stereo not given)	-1	2	-3.8	-10	1	-3	0
COc1ccc2c3c(n(C)c2c1)[C@H](CO)N(C(=O)C1CC1)CC31CCN(C(=O)c2ccncc2)CC1	8	x	-0.9	2	32*	0	-3
COc1cccc(CNC(=O)C2Cc3cc(S(=O)(=O)N4CCCC4)ccc3N2C(C)=O)c1OC (stereo not given)	1	4	1.4	-4	2	-6	4
O=C(O)c1ccccc1C(=O)NCc1c(Cl)cccc1Sc1ccc(Cl)cc1	-3	x	1.1	-1	26*	-4	0
CCOC(=O)c1cnc(Nc2nc3ccccc3o2)nc1CSC(=S)N(CC)CC	-1	x	x	4	0	6	0
CCC(=O)N(C)C[C@@H]1Oc2cc(C#CCN(C)C)ccc2S(=O)(=O)N([C@H](C)CO)C[C@@H]1C	0	-2[16.7 µM]	2.0	-1	-4	2	-2
CC(OC(=O)C1CCC1)C(=O)Nc1cc(Cl)cc(Cl)c1 (stereo not given)	-2	-10	2.4	-4	-2	0	2
COC(=O)Cc1c(O)ccn(Cc2cccc(C(F)(F)F)c2)c1=O	0	-7	-1.7	-1	-2	3	0
Cc1nn2c(=O)cc(CSCC(=O)Nc3ccccc3Cl)nc2s1	-2	-2	0.9	-1	1	-3	-2
C[C@@H]1CCCCO[C@@H](CN(C)S(=O)(=O)c2ccccc2)[C@@H](C)CN([C@@H](C)CO)C(=O)c2cc(NS(=O)(=O)c3ccc(F)cc3)ccc2O1	1	5[16.7 µM]	-0.4	-1	-1	-4	0
C[C@H](CO)N1C[C@H](C)[C@H](CN(C)C(=O)NC2CCCCC2)Oc2ccc(NS(C)(=O)=O)cc2C1=O	4	-4[16.7 µM]	1.4	13	-5	-1	-2
CCNC(=O)C1(C)CCCN(Cc2cccc3c(OC)cc(C(=O)OCC)cc23)C1 (stereo not given)	x	-2	-0.5	0	-9	-2	2
N#Cc1ccc(C(=O)Nc2nnc(-c3ccccn3)o2)cc1	2	0	-0.8	-3	2	1	4
O=C(NCCCSc1ccccc1)c1cnc(Cl)c(Cl)c1	-3	x	-2.1	0	3	-2	3
CCC(=O)N[C@@H]1CC[C@@H](CC(=O)NCc2ccccc2F)O[C@@H]1CO	-1	x	0.3	-6	-8	-3	0
COc1ccc(N2CCN(C(=O)CNC(=O)c3ccco3)CC2)cc1	3	x	2.9	5	5	1	7
CO[C@@H]1CN(C)C(=O)c2cc(NC(=O)c3nc4ccccc4s3)ccc2OC[C@@H](C)N(Cc2cncnc2)C[C@@H]1C	2	x	0.9	-4	2	1	1
CC(C)NC(=O)N(C)C[C@@H]1Oc2ccc(NC(=O)c3ccncc3)cc2C(=O)N([C@H](C)CO)C[C@@H]1C	0	1[16.7 µM]	-2.4	2	-6	0	0
OCCNc1nc(Nc2ccc(Cl)cc2)nc(N2CCCC2)n1	x	x	0.5	-8	2	-1	2
COc1ccc(CNCc2cccc(OC)c2OC)cc1Br	-4	x	-1.4	8	0	5	-2
CCCC#Cc1cnc2c(c1)C(=O)N([C@H](C)CO)C[C@H](C)[C@@H](CN(C)C(=O)CCN1CCCCC1)O2	-2&0&-2	-2	-0.7&-1.0&-2.2	0&1	12&0&2	20&3&-1	-8&-13&3
C[C@H](CO)N1C[C@H](C)[C@@H](CN(C)S(=O)(=O)c2ccc(Cl)cc2)Oc2ccc(NS(=O)(=O)c3cn(C)cn3)cc2CC1=O	4	-5[16.7 µM]	2.6	-1	0	0	x
CN(C)c1cc(Nc2cccc(O)c2)c([N+](=O)[O-])c2nonc12	-5	1	1.5	-3	1	1	-2
COc1ccc(S(=O)(=O)N2CCC3CC2c2cc(-c4ccc5c(c4)OCO5)ccc23)cc1 (stereo not given)	-1	4	-0.3	1	89*	-2	-3

An excerpt from above in order of number of heavy atoms, lowest first:
Compound	SIRT5 inh	miR-122 sensor	CFTR F508del cor	ERp5 inh	DENV2 CPE	ERAP1 HTS inh	CASP6 VEID inh
Cc1ccccc1-c1cc2nc(C)c(C)c(=O)n2[nH]1	-6	x	-1.5	5	2	8	2
CS(=O)(=O)N1N=C(c2ccco2)CC1c1ccccc1Cl (stereo not given)	-1	9	-0.8	-8	4	1	8
CCOC(=O)c1c(NC(=O)CSc2c[nH]c3ccccc23)sc2c1CCC2	-5	x	-1.0	5	-5	1	0

(listing goes on)
Compound	SIRT5 inh	miR-122 sensor	CFTR F508del cor	ERp5 inh	DENV2 CPE	ERAP1 HTS inh	CASP6 VEID inh
CN(C)C(CNC(=O)c1ccc(C(F)(F)F)cc1)c1ccco1 (stereo not given)	7	0	2.4	3	2	0	-5
CCN1CCCC1CNC(=O)c1ccc(Sc2ccccc2Cl)c([N+](=O)[O-])c1 (stereo not given)	-9	4	-3.4	-4	-4	8	-6
CC(=O)C1(O)CCC2C3CCC4CC(=O)CCC4(C)C3C(=O)CC21C (stereo not given)	0	-3	-4.2	5	10	-2	0
C[C@@H]1CN([C@H](C)CO)C(=O)c2cccc(NC(=O)Nc3ccc4c(c3)OCO4)c2O[C@@H]1CN(C)Cc1ccc(Oc2ccccc2)cc1	1	-11[16.7 µM]	0.9	3	8	-2	-1
COc1cccc(S(=O)(=O)N[C@H]2C=C[C@H](CC(=O)NCc3ccccc3)O[C@H]2CO)c1	-3	x	1.2	10	-5	-1	2
COc1ccc(CC(=O)N/N=C(\C)c2cccnc2)cc1OC	0	x	2.6	-3	-7	3	-3
CCOc1ccc(NC(=O)c2cc3ccccc3cc2O)cc1	2	x	-3.6	1	8	-3	0
Cc1cc(Cl)cc(Br)c1OCCNCC(C)O (stereo not given)	-2	x	x	0	x	0	-1
COc1ccc(S(=O)(=O)N(C)C[C@H]2Oc3ccc(NC(=O)Nc4ccccc4)cc3CC(=O)N([C@@H](C)CO)C[C@H]2C)cc1	2	-20[16.7 µM]	-1.0	6	-5	0	-2
N#C[C@@H]1[C@H](c2ccc(-c3cccc(F)c3)cc2)[C@@H](CO)N1C(=O)c1cccnc1	2	x	1.4	0	-11	-1	1
COc1ccc(NC(=O)COc2ccc(/C=C/c3cccc[n+]3C)cc2OC)cc1	0	-1	-1.4	6	4	6	-11
Cc1c(C#N)c(N)nc(Cl)c1C#N	x	x	1.4	11	x	5	7
COc1ccc(NC(=O)Nc2cccc3c2O[C@H](CN(C)C(=O)Nc2ccc4c(c2)OCO4)[C@@H](C)CN([C@@H](C)CO)C3=O)cc1	3	2[16.7 µM]	0.3	-6	-6	-2	-1
C/C(=N\S(=O)(=O)c1ccc(C)cc1)N1CCCCC1	-6	4	-1.8	-5	0	4	8
O=C(COC(=O)c1cc(-c2ccccc2)nc2ccccc12)NC1CC1	-2	-1	-1.7	-5	-5	-1	25
CCOCc1nc(N)nc(N)c1-c1cccc(Cl)c1	x	x	1.9	-5	-3	-1	-3
C[C@H](CO)N1C[C@H](C)[C@H](CN(C)S(=O)(=O)c2cccs2)Oc2c(NS(=O)(=O)c3cccs3)cccc2C1=O	1	43[16.7 µM]	1.0	5	4	-1	-1
O=C1CCC(C(=O)Nc2ccccc2N2CCOCC2)=NN1	2	1	x	-11	8	4	0
COC(=O)C1=C(C)N(C)C(=NCc2ccccc2C(F)(F)F)NC1CCc1ccccc1 (stereo not given)	-1	x	-0.4	-6	13	5	-2
COc1ccc(-c2[nH]n(-c3ccc([N+](=O)[O-])cc3)c(=O)c2C=NCc2ccccc2)cc1	-1	x	-1.1	0	-5	-4	-2
COc1ccc(N2C(=O)C3CCCN3C2c2cccc(Br)c2)cc1 (stereo not given)	x	-6	2.0	-1	u	x	1
CC(N)C(=O)NC(C(=O)NC(C)C(=O)Nc1cccc2ccccc12)C(C)C (stereo not given)	0	-3	1.0	3	10	16	45*
CC(Oc1ccc(/C=N/NC(=O)Cc2cccc3ccccc23)cc1)C(=O)O (stereo not given)	2	7	-0.1	-3	11	-2	-3
COc1ccccc1CNC(=O)C1CCN(S(=O)(=O)c2cccc([N+](=O)[O-])c2)CC1	-41	-3	1.0	-1	4	0	-1
O=C(Nc1ccc(-c2nnc3n2CCCCC3)cc1)c1cc2ccccc2o1	-4	x	-1.0	-3	5	1	-4
CC1CCCC(C)N1C(=O)COC(=O)CSc1ccc(C(N)=O)cc1[N+](=O)[O-] (stereo not given)	-11	-4	1.2	0	-6	4	0
Cc1ccc(C)c(OCCC(=O)OCC(=O)Nc2cc(S(=O)(=O)N3CCCCC3)ccc2C)c1	-1	2	-1.2	-2	-3	0	-3
Cc1nc2ccccc2c(=O)n1NC(=O)c1ccc(Cl)cc1	1	-8	-1.2	4	3	2	-2
CCN(CC(=O)Nc1cc(S(=O)(=O)N2CCOCC2)ccc1Cl)Cc1ccccc1	6	-4	4.1	-12	-3	0	-133

Source: PubChem BioAssay
